# Screens from PubChem.
# Rin1-Abl PPI inh: inhibitors of human Rin1-Abl protein interaction; P00519+Q13671; TR-FRET Rin1/Abl binding, biochemical; inhibition, % at 7.35 µM; hit rate 0.4% among 360,000; in the data active means inhibition above about 5%, passing the limit was not always enough
# MsrA act: activates bovine MsrA enzyme. hit rate 0.3% among 360,000. purified bovine MsrA, absorbance read-out. activation, % at 10.6 µM; in the data active means activation above about 7.5%;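 further: 0% = vehicle and 100% = reference activator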
# PABP1 MLLE inh: inhibitors of microRNA-mediated deadenylation, human PABP1 MLLE binding; GST-MLLE / FITC-PAM2 fluorescence polarization; hit rate 0.36% among 360,000; inhibition, % at 20 µM; P11940; in the data active means inhibition above about 35%, passing the limit was not always enough;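 further: plate controls were DMSO wells with GST-MLLE for no effect and wells lacking GST-MLLE protein for full effect; some results filed as inactive read as strong as hits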
# CSN deneddyl inh: inhibitors of human CSN-mediated cullin deneddylation. inhibition, % at 12.5 µM. AID 651999. Q92905. Purified CSN, SCF-Nedd8-OG deneddylation, fluorescence polarization. hit rate 0.38% among 360,000;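 active means pattern-corrected inhibition above about 35%, with an unprinted fluorescence ratio check between 0.5 and 1.5, limit read from the data, passing the limit was not always enough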;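 further: 0% = enzyme with substrate and 100% = substrate without enzyme; some results filed as inactive read as strong as hits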
#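 Material: human Csn5 produced in HEK293T cells; Input: enzyme 0.24 nM; Reagent: SCFSkp2-Nedd8OG substrate at 10 nM final; Dosing: 12.5 µM compound; Incubation: 90 min reaction at room temperature; Detection: fluorescence polarization of the substrate; Evaluation: % inhibition of substrate cleavage by Csn5; Control set: substrate-only high control, full reaction low control.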
# eLon inh: inhibitors of E. coli Lon protease; P0A9M0; purified E. coli Lon protease, fluorescence polarization; inhibition, % at 7.94 µM; hit rate 0.42% among 360,000; AID 602123; in the data active means inhibition above about 13%, passing the limit was not always enough;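 further: 0% = enzyme with probe and DMSO and 100% = no enzyme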
# Target sequence (P0A9M0 whole entry, looked up): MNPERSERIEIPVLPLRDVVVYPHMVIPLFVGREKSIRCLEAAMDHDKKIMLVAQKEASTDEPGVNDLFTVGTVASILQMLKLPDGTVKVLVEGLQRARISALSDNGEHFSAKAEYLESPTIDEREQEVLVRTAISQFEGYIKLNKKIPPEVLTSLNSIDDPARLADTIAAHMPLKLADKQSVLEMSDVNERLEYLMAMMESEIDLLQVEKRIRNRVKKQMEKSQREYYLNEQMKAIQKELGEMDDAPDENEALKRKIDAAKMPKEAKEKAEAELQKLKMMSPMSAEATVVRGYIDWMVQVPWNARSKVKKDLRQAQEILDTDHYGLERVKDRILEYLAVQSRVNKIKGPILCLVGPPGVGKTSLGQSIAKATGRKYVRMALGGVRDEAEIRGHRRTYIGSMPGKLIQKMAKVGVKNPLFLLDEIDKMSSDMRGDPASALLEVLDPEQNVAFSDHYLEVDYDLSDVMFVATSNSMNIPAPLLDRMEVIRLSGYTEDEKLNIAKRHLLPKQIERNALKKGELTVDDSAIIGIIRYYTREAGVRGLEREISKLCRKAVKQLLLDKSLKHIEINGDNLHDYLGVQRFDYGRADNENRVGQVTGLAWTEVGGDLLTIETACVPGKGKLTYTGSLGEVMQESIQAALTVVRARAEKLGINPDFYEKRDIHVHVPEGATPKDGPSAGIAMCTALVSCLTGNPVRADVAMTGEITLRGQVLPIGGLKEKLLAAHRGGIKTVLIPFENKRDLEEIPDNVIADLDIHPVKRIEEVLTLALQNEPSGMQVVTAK
# MsrA inh: inhibits bovine methionine sulfoxide reductase A | purified bovine MsrA, absorbance read-out | inhibition, % at 15.5 µM | AID 651718 | hit rate 0.75% among 360,000; in the data active means inhibition above about 4.5%;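 further: 0% = vehicle wells with enzyme and 100% = reference inhibitor wells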
# FAS-TE inh: blocks the thioesterase domain of human fatty acid synthase. recombinant FAS-TE, OMFH fluorogenic substrate, fluorescence endpoint. inhibition, % at 15 µM. P49327. hit rate 0.67% among 360,000;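 active means compounds whose normalised, plate-corrected inhibition of enzyme fluorescence in the single-dose primary screen is 50% or more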;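 further: 0% = DMSO with enzyme and 100% = substrate without enzyme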
# Rpn11 block: Rpn11 (human) deubiquitinase inhibition; human 26S proteasome, Ub4-pepOG fluorescence polarization; 20S core pre-blocked with epoxomicin; calls only at 20 µM; hit rate 0.59% among 360,000;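 active means inhibition at 20 µM, scaled to each plate's controls, above about 33%, limit read from the data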
# Target sequence (O00487 whole entry, looked up): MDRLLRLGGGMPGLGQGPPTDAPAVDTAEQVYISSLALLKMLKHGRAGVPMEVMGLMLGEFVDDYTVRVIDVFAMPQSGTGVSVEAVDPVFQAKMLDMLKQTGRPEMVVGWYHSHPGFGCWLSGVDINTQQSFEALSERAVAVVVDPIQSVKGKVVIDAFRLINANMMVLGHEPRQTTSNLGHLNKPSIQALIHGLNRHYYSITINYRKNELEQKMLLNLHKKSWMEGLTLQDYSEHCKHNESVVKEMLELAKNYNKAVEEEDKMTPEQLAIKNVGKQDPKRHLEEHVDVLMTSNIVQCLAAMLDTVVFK
# MT1-MMP act inh: blocks activation of human MT1-MMP | P50281 | HT1080 RFP-PRO-GFP cells, GFP/RFP ratio fluorescence, overnight; percent of plate control window, DMSO zero | GFP/RFP ratio change, % at 20 µM | hit rate 0.061% among 360,000 | AID 651647;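 active means GFP/RFP ratio change of at least 30% with cell ATP level not reduced by more than half and red fluorescence within 50% of control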; further: strong numbers were not always called active
#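 system = RFP-PRO-GFP reporter HT1080 cells | dosing = 20 µM single dose, 1% DMSO | timing = overnight cell settling, then overnight compound exposure, 37 °C, 5% CO2 | read-out basis = GFP/RFP fluorescence ratio | controls = DMSO and RFP-L50D-GFP cell wells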
# * = called active by the depositor; i = inactive; / = no result given.
SMILES,Rin1-Abl PPI inh,MsrA act,PABP1 MLLE inh,CSN deneddyl inh,eLon inh,MsrA inh,FAS-TE inh,Rpn11 block,MT1-MMP act inh
CCNC(=O)NC(=O)C(C)OC(=O)c1c(C)nn(Cc2ccccc2Cl)c1Cl (centres undefined),-2,-5,-8,1,-14,-1.1,2,i,-3
CCOC(=O)[C@]12Cc3cc(Cl)ccc3[C@H]1N(C(C)C)C(=O)c1ccccc12,/,-8,/,6,-1,0.2,68*,/,-42
Cc1ccc(-n2c(O)c(C=Nc3ccc(Br)cn3)c(=O)[nH]c2=O)cc1,5,-5,8,0,-25,-0.3,12,i,-36
NP(=O)(Oc1ccc(Cl)cc1)Oc1ccc(Cl)cc1,2,-2,-4,1,-2,1.6,41,i,-5
O=C1CCC2(O)C3Cc4ccc(O)c5c4C2(CCN3Cc2ccoc2)C1O5 (centres undefined),-4,-3,7,2,-10,-0.5,-8,i,0
Cc1ccc2c(c1)C1CN(C)CCC1N2C(=O)c1cccs1 (centres undefined),2,1,-3,1,0,0.5,-4,i,-9
CCN(CC)CCN=C(C)c1c(O)n(-c2ccccc2OC)c(=O)[nH]c1=O,-2,-3,2,7,-8,-0.7,-4,i,0
O=c1[nH]c(=S)n(-c2cccc(Cl)c2)c(O)c1C=NCCN1CCNCC1,3,1,16,-3,-10,2.6,-6,i,-4
O=[N+]([O-])c1ccc(N2CCCCCC2)c2ncccc12,-3,-4,-3,1,-17,-1.1,16,i,6
CSc1ccc(C(=O)C2CCCN(Cc3cccnc3)C2)cc1 (centres undefined),1,-5,-2,-15,-7,2.4,1,i,-4

# Single values from above:
# Under eLon inh, `CCN(CC)CCN=C(C)c1c(O)n(-c2ccccc2OC)c(=O)[nH]c1=O` is listed with -8
# Under MsrA act, `O=[N+]([O-])c1ccc(N2CCCCCC2)c2ncccc12` is listed with -4

# Next section.
SMILES,Rin1-Abl PPI inh,MsrA act,PABP1 MLLE inh,CSN deneddyl inh,eLon inh,MsrA inh,FAS-TE inh,Rpn11 block,MT1-MMP act inh
O=C(COc1ccc2ccc(=O)oc2c1)N1CCC(C(=O)O)(c2ccccc2)CC1,-2,-3,-16,11,0,1.9,-4,i,0
Cc1nn(Cc2ccccc2)c(C)c1C=C1C(=O)NC(=O)NC1=O,-2,-8,6,2,-7,0.9,-14,i,3
S=P(Nn1cnnc1)(c1ccc(Br)cc1)c1ccc(Br)cc1,1,-2,-87,2,7,3.0,4,i,1
CC1(C)CC(=O)C(C=NCCN2CCN(C(=O)Cc3ccccc3)CC2)=C(O)C1,3,-1,15,5,-3,0.4,-11,i,5
CC(C)NC(C)Cc1ccc(I)cc1 (centres undefined),-4,0,-12,4,12,0.0,-3,i,-1
CCOC(=O)[C@]12Cc3cc(OC)ccc3[C@H]1N(C)C(=O)c1ccccc12,/,-2,/,-1,9,-0.1,-6,/,3
COC1/C=C/C=C(\C)Cc2cc(O)c(Cl)c(c2)N(C)C(=O)CC(OC(=O)C(C)C)C2(C)OC2C(C)C2CC1(O)NC(=O)O2 (centres undefined),3,-1,-18,1,-5,0.0,-7,i,15
C/C(=N\NC(=O)c1ccccc1)c1c(O)n(C2CCCCC2)c(=O)[nH]c1=O,-3,-1,3,4,-7,2.7,9,i,0
CC(C)NC(=O)c1ccc(N2CC3CC(C2)c2cccc(=O)n2C3)c([N+](=O)[O-])c1 (centres undefined),-5,-3,5,-6,1,0.2,-3,i,6
CN(C)/C=C(\C=[N+](C)C)c1[nH]ncc1[N+](=O)[O-],1,-3,8,-14,3,1.1,-3,i,0
O=c1[nH]c(=S)n(C2CC2)c(O)c1/C=N/N1CCOCC1,0,-4,-6,6,-14,4.0,-10,i,7
CN1CCN(c2ccc(NC(=O)C(C)(C)C)cc2)CC1,3,1,1,-4,2,-0.4,-6,i,-2
C[C@@H]1C(=O)O[C@H]2[C@H](O)[C@]34[C@@H]5OC(=O)[C@]3(OC3OC(=O)[C@H](O)C34[C@H](C(C)(C)C)[C@@H]5O)[C@@]12O (some centres undefined),-3,0,12,-1,-10,-0.4,-4,i,0
Cc1nc2ccccc2c(=O)n1-c1c(Cl)cccc1Cl,1,-1,13,2,2,-0.4,-5,i,0
CNCC(C)c1ccccc1 (centres undefined),0,-9,1,-3,-6,-1.0,-7,i,2
CC1(C)CSC(Nc2ccc(F)c(Cl)c2)=N1,0,-2,-13,-1,4,0.7,-2,i,-1
CC/C(=N\NC(N)=O)c1c(O)[nH]c(=O)[nH]c1=O,1,-4,-2,3,-2,0.4,-7,i,-1
CCC(CO)NC(=O)C1C=C2c3cccc4[nH]cc(c34)CC2N(C)C1 (centres undefined),-6,-2,82,-47,59,0.1,-4,i,-15
O=C(CNC(=O)OCc1ccccc1)NCC(=O)Nc1ccc(Br)cc1C(=O)c1ccccc1,1,-7,-1,-10,4,-0.1,-12,i,0
Cc1cc(OCc2cc(C(=O)O)oc2C)c2c3c(c(=O)oc2c1)CCCC3,-2,-2,2,-4,1,0.3,-3,i,0
CC(C)N=C(NC(C)C)N1CC1,-5,0,9,-2,-15,-1.8,-6,i,2
COc1ccc2c(c1OC)C(=O)OC2c1c(O)n(Cc2ccc(F)cc2)c(=O)[nH]c1=O (centres undefined),-2,-5,1,-3,-16,1.2,-6,i,0
O=C(c1cnn2c(C(F)(F)F)cc(-c3ccccc3)nc12)N1CCC2(CC1)OCCO2,0,-4,-4,-4,-1,1.9,-1,i,-2
COc1ccccc1-n1c(-c2ccoc2)nc2ccccc2c1=O,-1,-10,-1,0,-4,3.2,-3,i,6
O=C1CC(=O)N(Cc2ccccc2)C(=O)N1Cc1ccccc1,3,-1,-120,36*,-134,0.0,-8,/,-21
O=C1CN(O)C(c2ccccc2)=c2cc(Br)ccc2=N1,4,-3,7,-5,-4,-0.4,-3,i,2
CCOc1ccc(NC(=O)CCNC(=O)N2C[C@H]3C[C@@H](C2)c2cccc(=O)n2C3)cc1,0,-1,7,2,1,0.1,-3,i,2
CC(C)n1c(O)c(C=NCc2ccccc2)c(=O)[nH]c1=S,-1,-5,-18,3,9,5.2*,6,i,1
CCC(=O)c1cn(Cc2ccccc2C#N)c2ccccc12,1,-1,4,3,-6,1.9,9,i,-3
COC(=O)C1=C(c2ccccc2OCc2ccccc2)C[C@@H]2CC[C@H]1N2C(=O)NCc1cccc(C(F)(F)F)c1,0,2,-2,-2,-10,0.8,12,i,-9

# Of the compounds above, these have a COOH group.
SMILES,Rin1-Abl PPI inh,MsrA act,PABP1 MLLE inh,CSN deneddyl inh,eLon inh,MsrA inh,FAS-TE inh,Rpn11 block,MT1-MMP act inh
O=C(COc1ccc2ccc(=O)oc2c1)N1CCC(C(=O)O)(c2ccccc2)CC1,-2,-3,-16,11,0,1.9,-4,i,0
Cc1cc(OCc2cc(C(=O)O)oc2C)c2c3c(c(=O)oc2c1)CCCC3,-2,-2,2,-4,1,0.3,-3,i,0

# Some of the entries above in another layout:
Structure | Rin1-Abl PPI inh | MsrA act | PABP1 MLLE inh | CSN deneddyl inh | eLon inh | MsrA inh | FAS-TE inh | Rpn11 block | MT1-MMP act inh
COC(=O)C1=C(c2ccccc2OCc2ccccc2)C[C@@H]2CC[C@H]1N2C(=O)NCc1cccc(C(F)(F)F)c1 | 0 | 2 | -2 | -2 | -10 | 0.8 | 12 | i | -9
O=C1CN(O)C(c2ccccc2)=c2cc(Br)ccc2=N1 | 4 | -3 | 7 | -5 | -4 | -0.4 | -3 | i | 2
CC(C)n1c(O)c(C=NCc2ccccc2)c(=O)[nH]c1=S | -1 | -5 | -18 | 3 | 9 | 5.2* | 6 | i | 1

# Further structures.
SMILES,Rin1-Abl PPI inh,MsrA act,PABP1 MLLE inh,CSN deneddyl inh,eLon inh,MsrA inh,FAS-TE inh,Rpn11 block,MT1-MMP act inh
COC(=O)C1=C(c2ccc(F)cc2OCc2ccccc2)C[C@@H]2CC[C@H]1N2C(=O)NCCCc1ccccc1,1,1,-3,-1,8,2.6,12,i,-9
Cc1ccccc1-c1ccc2c(c1)CNCc1cnnn1-2,2,-1,-12,0,1,-1.2,-4,i,5
COc1cc(C[C@@H](C)N)c(OC)cc1I,-1,-1,11,-6,-5,-0.9,-3,i,-1
CN(C)C(=O)Oc1ccc([N+](=O)[O-])cc1,5,-2,2,0,-2,-0.8,-2,i,0
COc1ccc2nc3c(C)n(C)ccc-3c2c1,0,5,18,1,6,1.5,-9,i,-14
Cc1c(N=Cc2c(O)n(Cc3ccccc3)c(=O)[nH]c2=O)c(=O)n(-c2ccccc2)n1C,-3,-3,-1,-13,-2,2.6,-7,i,0
CSc1ccc(C(=O)C2CCCN(Cc3cc4ccccc4[nH]3)C2)cc1 (centres undefined),1,-6,1,-1,-4,1.3,10,i,-1
Cc1nn(Cc2ccccc2Cl)c(C)c1C(=O)OCC(=O)NC1CCCC(C)C1C (centres undefined),0,-2,-21,1,-3,0.3,6,i,-1
COC(=O)CC1(CC(=O)OC)C(=O)N(c2ccccc2)C(=O)N(c2ccccc2)C1=O,0,-5,9,-3,-12,0.4,-5,i,-1
CCN1CCN(c2ncnc3ccc(Br)cc23)CC1,-4,-3,-5,1,7,1.3,-4,i,-12
O=c1cccc2n1CC1CC2CN(Cc2c(F)cccc2Cl)C1 (centres undefined),4,-3,7,4,-2,-0.3,-6,i,2
CN(C)C(=O)Oc1c(Cl)cc(Cl)c2ccccc12,-4,-2,3,2,12,-1.1,1,i,-2
O=[N+]([O-])c1ccc(N2CCCC2)c2ccncc12,-19,-2,-35,8,-11,0.7,15,i,26
Cc1cc(N(CCCl)CCCl)ccc1/C=N/NC(=O)c1ccco1,0,-13,6,0,-4,4.8*,8,i,-1
CCN1C[C@@]2(COC)C3[C@@H](OC)[C@H]4[C@@H]1[C@@]3(C1C[C@H]3[C@H](OC(=O)c5ccccc5)C1[C@]4(OC(C)=O)C[C@H]3OC)[C@@H](OC)C[C@H]2O (some centres undefined),2,-7,-5,0,0,/,-3,i,4
C[C@@H]1C[C@@H]([C@H](O)CC2CC(=O)NC(=O)C2)C(=O)[C@@H](C)C1,1,-14,11,-3,0,0.9,-9,i,-47
COc1ccc(NC(=S)NC(NC(=O)CF)C(Cl)(Cl)Cl)c([N+](=O)[O-])c1 (centres undefined),3,-5,0,1,-5,0.0,-10,i,5
CN1CCC(c2c[nH]c3ccccc23)C1 (centres undefined),4,-3,-1,0,9,0.6,-7,i,0
CCOC(=O)C1C(=O)NC2(C)CC1c1cc(OC)ccc1O2 (centres undefined),3,1,-5,1,-13,-1.4,-4,i,-2
COc1cccc(C2(O)CCN(Cc3ccncc3)CC2)c1,-2,-8,6,3,6,0.4,-4,i,-2
O=C(CCN1CCOCC1)NCC(=O)Nc1ccc(Br)cc1C(=O)c1ccccc1,-1,7.8*,6,2,2,-1.3,-4,i,-4
CCN1C[C@]2(COC)CC[C@H](O)[C@@]34C5C[C@H]6[C@H](O)C5[C@](O)(C[C@H]6OC)[C@@H]([C@H](OC)C23)[C@@H]14 (some centres undefined),1,-2,-8,-3,-2,/,0,i,2
Cc1cccc(N/N=C/c2c(O)[nH]c(=S)[nH]c2=O)c1,-5,-2,27,3,1,0.8,-6,i,5
COC(=O)NC(=S)Nc1ccccc1NC(=S)NC(=O)OC,1,-2,28,1,-4,1.4,-4,i,-2
O=C(c1ccc(Br)cc1)C12CN3CN(CN(C3)C1)C2,6,-1,6,7,0,0.4,-6,i,0
O=C(c1csc2c1CCCCC2)N1CCC2(CC1)OCCO2,0,-3,-3,0,-8,0.5,-4,i,-1

# An excerpt. The share of hits here may be higher or lower than overall.
